HIF-2a inh: inhibitors of HIF-2a; 786-0 RCC cells HIF-2a reporter, luciferase luminescence, overnight; inhibition, % at 18.8 µM; 360,000 tested, 0.72% active; AID 624352;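 active = inhibition of the luminescence signal of 40% or more relative to plate controls, in a single-dose primary screen at 18.75 µM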
NR2E3 ag-1: activates human NR2E3 receptor. Q9Y5X4. CHO-S Gal4-NCOR/VP16-NR2E3 two-hybrid, luciferase. inhibition of corepressor binding, % at 3.98 µM. 360,000 tested, 0.35% active. AID 602229;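 active = inhibition above the mean of all tested compounds plus 3 SD, cut at about 70% in these data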;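 also: 0% = DMSO with NR2E3 transfected cells and 100% = cells lacking NR2E3 construct; higher means lower luciferase signal from less NR2E3 corepressor binding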
Target sequence (Q9Y5X4 whole entry, looked up, the tested form may be a part): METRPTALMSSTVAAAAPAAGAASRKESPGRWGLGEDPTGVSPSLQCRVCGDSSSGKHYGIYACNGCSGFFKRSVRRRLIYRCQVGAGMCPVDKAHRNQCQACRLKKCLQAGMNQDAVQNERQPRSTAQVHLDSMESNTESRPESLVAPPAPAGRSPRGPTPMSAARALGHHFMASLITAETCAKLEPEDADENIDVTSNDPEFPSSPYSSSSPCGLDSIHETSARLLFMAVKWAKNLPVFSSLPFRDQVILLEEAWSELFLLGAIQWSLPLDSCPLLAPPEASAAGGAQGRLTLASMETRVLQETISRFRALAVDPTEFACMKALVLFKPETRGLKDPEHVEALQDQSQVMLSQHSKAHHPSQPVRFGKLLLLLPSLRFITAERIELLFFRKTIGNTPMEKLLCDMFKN
Peg3 prom inh: inhibitors of Peg3 promoter; HeLa PEG-Prom luciferase reporter, luminescence, overnight; inhibition, % at 20 µM; 360,000 tested, 1.7% active;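 active = inhibition of at least 50% at 20 µM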
NR2E3 ag-2: activates human photoreceptor nuclear receptor NR2E3 | GST-NR2E3/biotin-RetCOR TR-FRET, 1536-well | inhibition of corepressor binding, % at 4.78 µM | 320,000 tested, 0.12% active | AID 2300;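 active = percent inhibition above the cutoff of mean plus 3 SD of all tested compounds, set per screening campaign, cut at about 20% in these data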;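 also: 0% = DMSO wells and 100% = biotin wells as full block of FRET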
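Test system: GST-NR2E3 and biotin-RetCOR proteins | Quantity: 1.35 nM GST-tagged NR2E3 final | Medium: Tris pH 7.5 | Also added: 7 nM biotin-RetCOR | Dosing: Compound at 4.8 µM, single dose | Timing: 5 h at 4 °C | Detection: Time-resolved FRET | Read-out basis: Percent inhibition | Benchmarks: Biotin wells as high control, 0.6% DMSO wells as low control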
MITF TRPM1 inh: MITF TRPM1 promoter inhibition in SK-MEL-5 cells; 330,000 tested, 0.83% active; SK-MEL-5 TRPM1 promoter luciferase, 24 h; inhibition, % at 12.5 µM; AID 488899;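 active = mean inhibition across replicates of 60% or more, whatever share of single replicates reaches that level; inconclusive = some that reach 60%, reason not given; inactive = mean inhibition across replicates below 60%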; also: values of inactives mirror those of a sister screen read the other way
Vif inh: HIV Vif inhibition; HEK293T cells, Vif self-association by quenched fluorescence, imaging, 24 h; inhibition, % at 7.49 µM; 340,000 tested, 0.35% active; in the data active = inhibition above about 50%, passing the limit was not always enough; inconclusive = no clear call, values can overlap the other calls; inactive = below about 31%; also: some results filed as inactive read as strong as hits
CF NFkB inh: cystic fibrosis NF-kB activation inhibition | inhibition, % at 5 µM | 360,000 tested, 0.86% active | KKLEB NF-kB-GFP reporter, PAF-induced, GFP fluorescence overnight;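 active = at least 50% inhibition at 5 µM, scaled per plate between neutral and stimulator controls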;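 also: PAF is a Pseudomonas aeruginosa culture filtrate used as stimulus; plate controls were PAF-stimulated DMSO wells for no effect and unstimulated DMSO wells for full effect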
PDI turbidity: PDI (human) enzyme inhibition. PDI insulin aggregation turbidity, A650, 90 min. 350,000 tested, 0.052% active. AID 588391. inhibition, % at 10 µM. P07237;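 active = mean inhibition across replicates of 30% or more, whatever share of single replicates reach that level; inconclusive = mean inhibition below 30% while every single replicate reaches 30%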;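 also: absorbance from insulin aggregation driven by PDI reduction with DTT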
Target sequence (P07237 whole entry, looked up): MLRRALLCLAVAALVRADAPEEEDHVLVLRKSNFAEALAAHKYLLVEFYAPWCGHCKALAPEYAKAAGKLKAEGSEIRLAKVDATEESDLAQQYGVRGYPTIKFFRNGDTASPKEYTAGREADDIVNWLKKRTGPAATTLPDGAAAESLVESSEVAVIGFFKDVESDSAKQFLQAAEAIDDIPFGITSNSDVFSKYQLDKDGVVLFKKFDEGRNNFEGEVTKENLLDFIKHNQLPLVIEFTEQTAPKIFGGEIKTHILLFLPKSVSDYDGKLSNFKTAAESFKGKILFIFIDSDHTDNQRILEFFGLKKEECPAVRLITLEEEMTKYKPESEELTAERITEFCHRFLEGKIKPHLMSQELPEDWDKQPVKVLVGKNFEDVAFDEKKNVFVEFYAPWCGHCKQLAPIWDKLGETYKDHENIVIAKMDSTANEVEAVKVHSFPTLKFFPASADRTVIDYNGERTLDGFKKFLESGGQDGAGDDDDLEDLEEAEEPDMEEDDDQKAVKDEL
KKLEB cytotox: CF airway cell cytotoxicity counter-screen | KKLEB CF airway cells viability, ATPlite luminescence, overnight; active compounds read low; cells stimulated with P. aeruginosa culture filtrate | activity change (cytotoxicity), % at 5 µM | 360,000 tested, 0.36% active | AID 602141;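 active = corrected activity change at or below -50% at 5 µM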
CaV13 FRET inh: Primary screen for inhibitors of IQ motif and Ca2+-dependent inactivation inhibitor domain binding in CACNA1D, Förster resonance energy transfer in living cells, …; HEK cells, CFP/YFP FRET ICDI-IQ, plate reader, 10 min; percent FRET-ratio fall versus neutral wells; inhibition, % at 12.3 µM; 340,000 tested, 0.098% active; AID 743397;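 active = mean replicate inhibition of at least 30% and at least 1% of replicates passing that level; inconclusive = only one of the two criteria is met; inactive = neither criterion is met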;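 also: 0% = median of the neutral control wells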
Shn3 3UTR inh: inhibitors of Schnurri-3 3'UTR reporter in osteoblasts; inhibition, % at 12.5 µM; 360,000 tested, 0.52% active; Clone20 osteoblast Shn3 3'UTR firefly luciferase, 24 h; AID 588674;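 active = mean inhibition of at least 75% with every replicate also reaching 75%; inconclusive = mean inhibition at least 75% but some replicate below; inactive = mean inhibition below 75%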;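 also: 0% = median of neutral control wells and 100% = pilot-screen positive control compound; some compounds past the cut are filed as inactive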
* marks the source's active call; other numbers are inactive results; ? = inconclusive; / = not tested or not shown.

SMILES	HIF-2a inh	NR2E3 ag-1	Peg3 prom inh	NR2E3 ag-2	MITF TRPM1 inh	Vif inh	CF NFkB inh	PDI turbidity	KKLEB cytotox	CaV13 FRET inh	Shn3 3UTR inh
Cc1ccsc1C(=O)OCC(=O)NCC1CCCO1 (stereo unspecified)	-44	-15	-28	2	-11	-3	-1	-1	-10	/	-10
CSC1=NC(C)(C)C=C(/C=C/c2ccc(Cl)cc2Cl)N1	9	-11	3	-1	-7	5	8	-6	-12	-7	-16
Cc1ccc([C@@H]2[C@@H]3C(=O)N(c4ccccc4)C(=O)[C@@H]3[C@]3(Cc4ccccc4)C(=O)N(CC4CC4)CC(=O)N23)o1	14	-9	-8	-1	-4	0	10	2	-5	-5	-8
CCOc1cc(CNCCCN2CCOCC2)ccc1OCC(=O)Nc1cccc2ccccc12	3	12	50*	-3	19	10	24	1	-18	-8	19
COc1ccc(S(=O)(=O)N2CCOCC2)cc1NC(=O)COc1ccc(C(C)=O)cc1OC	-5	11	7	/	-9	-1	26	2	-16	-4	5
Clc1cccc(Cl)c1Cn1cnc2c(N3CCCCCC3)ncnc21	-3	-13	12	4	17	-11	8	-7	-18	-5	19
CCN(CC)S(=O)(=O)c1ccc2c(c1)nc(-c1ccccn1)n2C	-172	-48	-164	5	/	-3	-4	12	7	-3	-55
CCCCC(=O)NC(c1ccc(OC)c(OC)c1)c1c(O)ccc2ccccc12 (stereo unspecified)	5	-21	11	-2	1	-1	4	-3	0	-8	-51
O=C(NCc1ccco1)c1ccccc1NS(=O)(=O)c1cccs1	12	-3	9	2	-19	0	-5	5	12	-9	-3
CC(C)NC(=O)C1COc2ccccc2O1 (stereo unspecified)	16	-9	9	2	9	2	-1	0	-6	-18	16
COC(=O)C1=C(C)N(Cc2ccco2)C(=O)/C1=C\c1ccc([N+](=O)[O-])cc1	22	-15	94*	1	9	-4	-23	23	-6	-12	8
CCCCN(C)C(=O)c1nc2ccccn2c1CNCCCn1nnc2ccccc21	0	-6	14	0	4	-4	-6	5	4	/	0
CCN(C(=O)C(C)N1C(=O)/C(=C/c2cccs2)SC1=S)C1CCS(=O)(=O)C1 (stereo unspecified)	3	0	25	-3	1	-2	-10	-4	9	-3	-23
O=C(CCc1ccccc1)NN1C(=O)C2C3C=CC(C3)C2C1=O (stereo unspecified)	4	-5	-13	-1	6	4	15	-2	-15	-4	-34
Cc1c(C=C(C#N)c2ccc([N+](=O)[O-])cc2)c(=O)n(-c2ccccc2)n1C	5	15	12	/	-1	-26	-34	-1	24	-5	8
O=C(O)/C(=C\c1cccs1)c1ccccc1	5	26	-5	1	8	1	12	4	-5	6	10
CS(=O)(=O)N1CCC(C(=O)NNC(=O)Nc2ccc(F)c(Cl)c2)CC1	5	1	7	11	7	13	-5	-3	14	/	-7
O=C(CCC1CCCC1)Nc1ccon1	-5	-9	8	0	1	4	11	8	-19	-4	-2
Cc1ccc(C(=O)Nc2ccc(NC(=O)c3ccco3)c(C)c2)cc1	-169	-14	-206	-3	-94	4	4	7	4	-3	-34
O=C(Nc1ccc(C(=O)O)cc1)/C(=C\C=C\c1ccccc1)NC(=O)c1ccc(Br)cc1	27	11	-1	4	2	24	22	15	-32	-5	-1
COc1ccc(-c2nn(CCC(=O)O)cc2/C=C2\SC(N)=NC2=O)cc1	17	2	1	-1	5	0	-6	4	0	-15	-8
NC(=O)CSc1nnc2n(-c3ccccc3)c(=O)c3c4c(sc3n12)CCCCC4	20	-6	8	-3	-5	-5	-11	-1	8	/	5
COc1ccc(C2C(C(=O)Nc3cccc(OC)c3)c3ccccc3C(=O)N2C)cc1 (stereo unspecified)	17	-16	14	0	-12	1	9	8	6	-7	18
O=C1CC(N2CCN(Cc3ccc4c(c3)OCO4)CC2)C(=O)N1CCc1ccccc1 (stereo unspecified)	21	9	20	-2	14	0	-9	2	17	-8	15
FC(F)(F)c1cnc(-c2cnc3c(-c4ccc(Cl)cc4)cnn3c2)c(Cl)c1	13	-13	-4	0	-1	-2	21	-10	-11	-5	1
Cn1c(CCN2CCCCC2)nc2cc([N+](=O)[O-])ccc21	-3	13	2	-2	8	-4	2	-2	2	-7	-55
O=C(CCCC(=O)c1ccc(O)cc1)c1ccc(O)cc1	-265	-94	-282	0	-95	-3	22	4	2	-6	-81
CCN(CC)S(=O)(=O)c1ccc(C2=NOC3(C2)N(C)c2ccccc2C3(C)C)cc1 (stereo unspecified)	17	-10	32	3	-2	-12	10	19	-10	-2	45
CCC1CCCCN1C(=O)CSc1nc(N)cc(=O)[nH]1 (stereo unspecified)	9	-4	-8	-2	0	-5	-11	0	-4	-19	5
CCCCNCC(O)(c1ccc(Cl)cc1)c1ccc(Cl)cc1	18	3	63*	2	-16	-1	18	0	-21	-5	61
CCn1cc(CN2CCC(n3nccc3NC(=O)CCCc3ccccc3)CC2)cn1	10	-4	6	-1	4	-1	2	5	-1	-6	-2
CCCOc1ccc(OCC(=O)c2[nH]c(C)c(C(C)=O)c2C)cc1	-5	79*	7	3	21	-6	8	2	3	-7	59
O=C(N/N=C/c1ccccc1)c1cc[n+]([O-])cc1	6	-5	15	0	-2	21	10	5	0	-3	-2
CCN1CCN(C(=O)c2ccc3c(=O)n(CCC4=CCCCC4)c(=O)[nH]c3c2)CC1	-120	13	-39	-2	-20	/	-3	-2	-2	/	-1
COc1ccc(N2CCN(CCCNC(=O)CCC(=O)N3CCOc4ccc(Cl)cc43)CC2)cc1	5	0	-10	0	-2	-2	12	7	20	-7	16
CC(=O)OC(C(=O)NCc1ccco1)c1ccncc1 (stereo unspecified)	3	5	-1	4	-5	/	-2	4	14	/	/
Cc1ccc(C)c(NC(=O)CSc2nnc([C@@H]3CCCN3C(=O)OC(C)(C)C)o2)c1	2	-12	7	1	6	/	-12	-11	4	/	14
COCCn1c(C)cc(C2=NNC(=NC3CC3)SC2)c1C	93*	92*	104*	-4	102*	5	-19	-1	-2	2	91*
N#C/C(=C\c1c(N(Cc2ccccc2)Cc2ccccc2)nc2ccccn2c1=O)C(N)=O	30	8	31	0	-4	-3	8	-20	-11	-5	7
O=C1NCCN/C1=C\C(=O)c1ccc(F)cc1	-106	-11	-68	7	-27	-5	3	8	10	-5	-36
CCn1cc(C(=O)NCC2CCCO2)c(=O)c2cc(F)c(N3CCN(C)CC3)cc21 (stereo unspecified)	3	10	-2	-1	7	-4	10	-1	-13	-6	-5
CC(C)NC(=O)CCCc1cn(C)c2ccccc12	-12	12	17	2	-8	5	-15	4	-13	-7	4
O=S1(=O)c2ccccc2OC(COCc2ccccc2)CN1C1CC1 (stereo unspecified)	0	-12	0	/	2	-7	-15	4	13	-6	-3
OCCCc1nc2ccccc2n1CCCCOc1ccccc1	21	-8	15	-2	-6	-11	-13	-10	-2	-16	-1
Cc1ccc(S(=O)(=O)c2nc(-c3cccs3)oc2SCC(N)=O)cc1	12	-6	9	-3	0	1	-14	0	13	-4	-14
Cc1cc(C)nc(/N=C(\N)Nc2ccc(OCc3ccccc3)cc2)n1	1	39	12	0	58	-6	-1	6	-12	-4	73
CC(=O)C1=C(C)NC(SCC(N)=O)=C(C#N)C1c1ccco1 (stereo unspecified)	16	-7	0	0	4	-2	5	-2	11	-17	1
CCc1c(O)nc(SCC(=O)Nc2ccccc2)n(-c2ccccc2C)c1=O	-1	0	3	/	/	2	-22	-1	8	-12	-20
Cc1cccc(Nc2nc(N)nc(CN3CCN(c4ccccc4F)CC3)n2)c1	6	37	31	3	6	-4	-2	10	6	-5	0
COc1cccc(C(C)(O)c2nc(-c3ccc(F)cc3OC)cs2)c1 (stereo unspecified)	17	-17	16	/	/	0	-46	14	12	-11	-9
Other results follow:
SMILES	HIF-2a inh	NR2E3 ag-1	Peg3 prom inh	NR2E3 ag-2	MITF TRPM1 inh	Vif inh	CF NFkB inh	PDI turbidity	KKLEB cytotox	CaV13 FRET inh	Shn3 3UTR inh
O=C(NCc1cccs1)c1ccc(Cl)c(S(=O)(=O)N2CCOCC2)c1	3	-13	4	/	/	-3	5	-8	-1	-7	-1
C[C@H](O)[C@@H]1C(=O)N2CCc3c([nH]c4ccccc34)[C@@H]2C[C@@H]1N(C)S(=O)(=O)c1ccccc1	-58	21	-17	/	/	0	-5	11	-3	-8	-3
COc1ccc(C2c3c(oc4ccccc4c3=O)C(=O)N2c2ccc(C)cn2)cc1OC (stereo unspecified)	-17	12	-22	1	2	0	3	/	-7	-2	3
O=C(/C(=N/N=C/c1ccc(O)c(O)c1O)c1ccccc1)c1ccccc1	20	-10	18	6	13	0	-25	0	15	-5	78
COc1ccc2c(c1)O[C@H]1c3ccc(O)cc3OC[C@@H]21	-94	-54	-113	-1	-26	?	14	/	12	/	-35
O=[N+]([O-])c1ccccc1SN(Cc1ccccc1)c1ccccn1	11	-18	16	-2	-1	1	15	10	-19	-1	-15
Cc1ccc(C(O)c2ncc(-c3ccc(F)cc3)[nH]2)cc1F (stereo unspecified)	-17	-7	11	/	/	/	18	-4	-2	-6	30
Cc1ccccc1CC(=O)N1CC(C)OC(C)C1 (stereo unspecified)	21	-14	20	0	-1	3	-9	-2	3	-3	8
O=C1C(Cl)=C(NCCc2ccccc2)C(=O)N1CCc1ccccc1	-168	-22	-110	0	-55	-5	0	11	0	-8	-32
CCN1C(=O)/C(=C/c2ccc(C)s2)NC1=S	-9	-5	-5	-5	11	-2	5	-1	4	/	22
O=C(Nc1nc(-c2cccs2)c(-c2cccs2)s1)C1(c2ccccc2)CC1	14	-18	15	3	10	-2	-27	-23	-1	-5	1
CCC1(c2ccc(Cl)cc2)NC(=S)N(c2ccccc2)N1 (stereo unspecified)	-196	-35	-77	2	-4	-10	12	0	14	-5	-2
CCC1CCCCN1CCCNC(=O)c1cn(CC(C)C)c(=O)c2cc(OC)c(OC)cc12 (stereo unspecified)	-8	9	8	0	-7	0	-1	8	-7	-6	17
CC(=O)NCCNC(=O)C1Cc2c(-c3ccc4c(c3)OCO4)ccnc2O1 (stereo unspecified)	10	-13	-6	/	/	0	-7	-8	4	-5	-10
CN1CCN(c2cc(-c3ccccc3)nc3cc(-c4ccc(F)cc4)nn23)CC1	4	8	44	-4	7	/	-28	-1	-13	0	1

Full records from above. Screens in order: HIF-2a inh | NR2E3 ag-1 | Peg3 prom inh | NR2E3 ag-2 | MITF TRPM1 inh | Vif inh | CF NFkB inh | PDI turbidity | KKLEB cytotox | CaV13 FRET inh | Shn3 3UTR inh
Results for O=C(Nc1nc(-c2cccs2)c(-c2cccs2)s1)C1(c2ccccc2)CC1 : 14 | -18 | 15 | 3 | 10 | -2 | -27 | -23 | -1 | -5 | 1
Results for CN1CCN(c2cc(-c3ccccc3)nc3cc(-c4ccc(F)cc4)nn23)CC1 : 4 | 8 | 44 | -4 | 7 | / | -28 | -1 | -13 | 0 | 1

Screens as filed in PubChem.
